Screening data from PubChem.
OX1R antag-1: human HCRTR1 antagonism; inhibition, % at 5 µM; O43613; 330,000 tested, 0.43% active; CHO/OX1R cells, Fluo-8 calcium fluorescence, orexin A; AID 434989;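 active = inhibition above its plate's threshold, mean inhibition of all tested compounds on the plate plus 3 SD, cut at about 37% in these data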;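 note: 0% = orexin A challenge wells and 100% = SB-334867-A antagonist wells; not every result past the cut was called active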
Target sequence (O43613 whole entry, looked up): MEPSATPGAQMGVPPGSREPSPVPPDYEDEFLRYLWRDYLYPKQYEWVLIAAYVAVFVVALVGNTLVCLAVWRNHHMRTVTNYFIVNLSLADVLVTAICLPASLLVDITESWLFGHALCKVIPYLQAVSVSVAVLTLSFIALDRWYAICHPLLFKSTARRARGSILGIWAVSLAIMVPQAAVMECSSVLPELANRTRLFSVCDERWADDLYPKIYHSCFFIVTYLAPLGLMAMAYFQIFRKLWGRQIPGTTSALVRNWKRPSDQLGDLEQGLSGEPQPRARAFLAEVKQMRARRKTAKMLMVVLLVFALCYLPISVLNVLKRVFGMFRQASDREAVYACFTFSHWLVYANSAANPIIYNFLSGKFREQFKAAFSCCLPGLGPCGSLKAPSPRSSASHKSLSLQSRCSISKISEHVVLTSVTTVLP
CHT PAM: allosterically activates the human high affinity choline transporter; B-score at 10 µM; Q9GZV3; 310,000 tested, 0.49% active; CHT-expressing cells, membrane potential dye, choline EC20; active compounds read high; LV-AA mutant CHT in HEK293 cells;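 active = initial fluorescence not abnormally high and integrated response B-score, plate-corrected, over 3 SD above library mean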
Target sequence (Q9GZV3 whole entry, looked up): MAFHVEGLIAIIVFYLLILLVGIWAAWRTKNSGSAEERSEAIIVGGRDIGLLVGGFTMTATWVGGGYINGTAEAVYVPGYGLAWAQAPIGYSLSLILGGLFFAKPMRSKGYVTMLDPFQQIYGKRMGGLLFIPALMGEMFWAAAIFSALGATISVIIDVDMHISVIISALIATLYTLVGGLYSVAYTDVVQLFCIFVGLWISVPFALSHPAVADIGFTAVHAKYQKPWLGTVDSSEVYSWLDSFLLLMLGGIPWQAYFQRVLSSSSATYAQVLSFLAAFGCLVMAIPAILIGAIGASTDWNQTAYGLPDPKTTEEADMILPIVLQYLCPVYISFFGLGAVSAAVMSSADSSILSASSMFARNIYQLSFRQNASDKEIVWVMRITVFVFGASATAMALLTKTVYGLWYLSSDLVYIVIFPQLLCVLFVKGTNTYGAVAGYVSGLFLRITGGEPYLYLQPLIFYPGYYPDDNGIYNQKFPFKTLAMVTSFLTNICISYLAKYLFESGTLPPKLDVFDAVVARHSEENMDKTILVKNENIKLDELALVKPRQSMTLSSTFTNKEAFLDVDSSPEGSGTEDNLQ
OX1R antag-2: antagonists of human orexin 1 receptor (OX1R). O43613. OX1R-expressing cells, FRET antagonist read-out. inhibition, % at 6.6 µM. 330,000 tested, 1.8% active. AID 485270; in the data active = inhibition mostly above about 38%, no sharp cut-off; inactive = mostly below about 40%;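 note: 0% = agonist challenge alone and 100% = reference antagonist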
* hit, by the source's call; i = inactive; / = not tested or not shown.

Each structure is followed by: OX1R antag-1	CHT PAM	OX1R antag-2
> CCCNC(=O)CCNC(=O)[C@H](O)C(C)(C)CO
    -4	/	0
> Cc1cc(C)n2cc(CSCc3ccco3)nc2n1
    0	i	2
> O=C(O)COc1ccccc1/C=N/NC(=O)CN1CCN(Cc2ccccc2Cl)CC1
    -12	i	4
> COC(=O)Cn1ncn2c(cc3oc(C)cc32)c1=O
    -24	i	5
> Cc1cccc(NS(=O)(=O)c2ccc(-c3cnc(C4CC4)o3)cc2)c1C
    -14	i	25
> Cc1cc(C)n(-c2ccc(NC(=O)C3CCCCN3C(=O)c3occc3C)cc2)n1 (centres undefined)
    -13	i	31
> Cc1ccc(S(=O)(=O)c2nc(-c3ccccc3Br)oc2N(C)C)cc1
    -24	i	5
> O=C(NCCO)c1ccc2nc(-c3ccco3)c(-c3ccco3)nc2c1
    -7	i	109*
> CCOc1ccc(OCc2ccc(C(=O)N3CCCC3)o2)cc1
    -16	i	-2
> COC(=O)c1ccc(/C=C/C(=O)OCC(=O)Nc2cc(C)on2)cc1
    0	/	15
> Cc1nn(-c2ncc(C(F)(F)F)cc2Cl)c(=O)n1-c1c(F)cccc1F
    -16	i	21
> OCC(O)C(O)C(O)C(O)C1NCCS1 (centres undefined)
    -9	i	7
> CCO/C=N/c1c(C#N)c2c(c(=S)n1C)COC(C)(C)C2
    -5	i	9
> C=CCNC(=O)NC(=O)COC(=O)[C@H](C)NS(=O)(=O)c1c(C)c(C)cc(C)c1C
    -32	i	7
> CSc1nnc2c(n1)OC=Nc1ccccc1-2
    -11	i	15

Look-ups from the entries so far:
CCOc1ccc(OCc2ccc(C(=O)N3CCCC3)o2)cc1 @ OX1R antag-1 = -16
CCO/C=N/c1c(C#N)c2c(c(=S)n1C)COC(C)(C)C2 @ OX1R antag-2 = 9
COC(=O)c1ccc(/C=C/C(=O)OCC(=O)Nc2cc(C)on2)cc1 @ OX1R antag-1 = 0
Cc1cc(C)n2cc(CSCc3ccco3)nc2n1 @ OX1R antag-2 = 2
Cc1cccc(NS(=O)(=O)c2ccc(-c3cnc(C4CC4)o3)cc2)c1C @ OX1R antag-1 = -14

(more compounds)
Each structure is followed by: OX1R antag-1	CHT PAM	OX1R antag-2
> Cc1ccnc(SCc2cc(=O)c(OC(=O)c3cccs3)co2)n1
    -10	i	7
> CC1CCCC(NC(=O)C2CCN(S(=O)(=O)N3CCCCC3)CC2)C1C (centres undefined)
    -17	i	-1
> Cn1c(=O)c2c(nc(CN3CCN(C(c4ccccc4)c4ccccc4)CC3)n2CC(N)=O)n(C)c1=O
    -6	i	-4
> Cc1cc(NS(=O)(=O)c2ccc(NC(=O)NC3CCCCC3)cc2)no1
    -19	i	8
> CCNC(=S)N1CCN(c2ccccn2)CC1
    -6	i	2
> CCOc1ccccc1NC(=O)COC(=O)Cc1cccs1
    -14	i	16
> Cc1ccc(C(CC(=O)NCCCN(C)C)c2ccc(OC(C)C)cc2)cc1 (centres undefined)
    -24	i	29
> CC(C)OCc1c(C(=O)Nc2nccs2)oc2ccccc12
    -25	i	46
> COc1ccccc1NC(=O)c1ccc(N)cc1
    -11	i	0
> COc1ccc(OC)c(NC(=O)COC(=O)Cc2ccsc2)c1
    -6	/	6
> O=C(Nc1ccc(F)cc1)C1CCCCC1
    -30	i	19
> CCOC(=O)C1Nc2ccccc2C2C(O)C(O)CC12 (centres undefined)
    -12	i	83*
> Cc1ccc(N2C(=O)CC(c3c[nH]c4ccccc34)C2=O)cc1 (centres undefined)
    -5	i	18
> COc1ccc(-c2noc(N3CCC(C(=O)NCc4ccc(Cl)cc4)CC3)n2)cc1
    2	i	6
> O=C(CN1C(=O)C2CCCCC2C1=O)Nc1cc(C(F)(F)F)ccc1N1CCCC1 (centres undefined)
    -31	i	14

Going on with the list.
Each structure is followed by: OX1R antag-1	CHT PAM	OX1R antag-2
> O=C(Nc1ccc(S(=O)(=O)Nc2ncccn2)cc1)C12CC3CC(CC(C3)C1)C2
    0	i	19
> CCCCn1c(N)c(N(CCOC)C(=O)CN(C)S(=O)(=O)c2ccc(C)cc2)c(=O)[nH]c1=O
    -15	i	3
> COc1ccc(CCc2nnc(CCC(=O)NCc3cnc4ccccn34)o2)cc1
    -19	i	16
> CC(C)=CC(=O)OCC(=O)Nc1cc(C)ccc1C
    -1	i	-4
> CC(=O)NC1C2CN3CCN(C2)CC1(Cc1ccccc1)C3 (centres undefined)
    3	i	16
> O=C1c2ccccc2C(=O)N1CCCCN(C(=O)c1cc2ccccc2oc1=O)c1ccc(Cl)cc1
    -30	i	-2
> O=C(O)c1ccccc1Nc1ccc([N+](=O)[O-])cc1
    1	i	10
> NC(=O)c1ccsc1NC(=O)COc1ccccc1
    10	i	12
> COc1cc(-c2nc3ccccn3c2/N=C/c2cc(OC)c(O)cc2Cl)ccc1O
    -9	i	13
> CC(=O)c1cccc(NC(=O)Cc2coc3cc4c(cc23)CCC4)c1
    -38	i	20
> CC(=O)N1C2CCCCC2S[C@H]2CCCCC21 (some centres undefined)
    -10	i	8
> O=C(Cn1cnc2c(nnn2Cc2ccccc2)c1=O)N1CCCc2ccccc21
    -16	i	6
> COc1ccc(OC)c(-c2csc(NC(=O)Cc3ccc(F)cc3)n2)c1
    -24	i	22
> O=S(c1ccc2ccccc2c1)c1cnns1 (centres undefined)
    -4	i	17
> CCCN(CCC)CCCNC(=S)Nc1ccc2nc(N3CCN(CC)CC3)cc(C)c2c1
    -10	i	23

Compound profiles, from the list above. Order of screens: OX1R antag-1 | CHT PAM | OX1R antag-2
Profile of `O=S(c1ccc2ccccc2c1)c1cnns1` (centres undefined) → -4 | i | 17
Profile of `CCCCn1c(N)c(N(CCOC)C(=O)CN(C)S(=O)(=O)c2ccc(C)cc2)c(=O)[nH]c1=O` → -15 | i | 3
Profile of `Cc1cccc(NS(=O)(=O)c2ccc(-c3cnc(C4CC4)o3)cc2)c1C` → -14 | i | 25
Profile of `O=C(O)c1ccccc1Nc1ccc([N+](=O)[O-])cc1` → 1 | i | 10

For convenience, part of the list above.
Each structure is followed by: OX1R antag-1	CHT PAM	OX1R antag-2
> CCCNC(=O)CCNC(=O)[C@H](O)C(C)(C)CO
    -4	/	0
> Cc1cc(C)n2cc(CSCc3ccco3)nc2n1
    0	i	2

Later entries.
Each structure is followed by: OX1R antag-1	CHT PAM	OX1R antag-2
> CC(C)c1nnc(NC(=O)C2CCCN2C(=O)Nc2ccccc2[N+](=O)[O-])s1 (centres undefined)
    -31	i	15
> Nc1ncnc2c1ncn2[C@@H]1O[C@H](CNC(=O)[C@@H](N)C2CCCCC2)[C@@H](O)[C@H]1O
    -7	/	10
> O=C(N=C1c2ccccc2CN1c1ccccc1)c1cccc([N+](=O)[O-])c1
    -24	i	36
> CCn1c(CC(=O)Nc2ccccc2)nnc1SCC(=O)Nc1nncs1
    -16	i	16
> Cc1cccc(NC(=O)Cn2c(C)c(C#N)c3ccccc32)c1C
    -12	i	29
> COc1ccc(C)c2sc(=NC(=O)c3cccc(N4C(=O)CCC4=O)c3)n(C)c12
    -13	i	7
> Cc1ccc(/C=N\NC(=O)C2CC(=O)N(c3ccccc3)C2)o1 (centres undefined)
    -15	i	10
> S=C(Nc1ccc2c(c1)OCO2)Nc1ccc2c(c1)OCO2
    -3	i	23
> Cc1nc(Cl)c2c(n1)NC1=C(O2)C(=O)CCC1
    1	i	41
> Cc1cc(C)n2nc(C(=O)OCC(=O)NCc3ccccc3)nc2n1
    4	/	-3
> Cc1ccc(NC(=O)CNc2ccccc2CN(C)C2CCCCC2)cc1
    -32	i	9
> O=C(O)c1nn(CC(=O)N2CCN(S(=O)(=O)c3ccc(Cl)cc3)CC2)c(=O)c2ccccc12
    -13	i	29
> CC(=O)Oc1cccc(N2C(=O)C3C4C=CC(C4)C3C2=O)c1 (centres undefined)
    -7	i	8
> O=C1c2ccccc2C(=O)c2c1cccc2-n1nnc2ccccc21
    -15	i	17
> COc1cc(C2/C(=C(/O)c3ccccc3)C(=O)C(=O)N2c2ccccn2)ccc1O (centres undefined)
    -14	i	18

Next compounds follow:
Each structure is followed by: OX1R antag-1	CHT PAM	OX1R antag-2
> O=C(CC1C(=O)NCCN1Cc1ccccn1)NCCc1ccccc1F (centres undefined)
    -10	i	5
> Cc1cccc(C)c1NC(=O)CN(C)S(=O)(=O)c1ccc(-c2ccc(=O)[nH]n2)s1
    -8	i	24
> CO/N=C/C(NC(=O)c1ccc(C(F)(F)F)cc1)C(=O)OC (centres undefined)
    -6	i	16
> COc1cc(C(=O)N2CCC(c3nc(-c4cccnc4)no3)CC2)cc(OC)c1OC
    -15	i	14
> O=C1c2ccccc2C(=O)N1Cc1cccnc1
    -10	i	19
> Cc1nc2ccc(S(=O)(=O)NCC(=O)NCc3ccc4c(c3)OCO4)cc2s1
    -9	i	3
> C=CCn1c(CNS(=O)(=O)c2ccc(Br)cc2)nnc1SC
    -12	i	8
> CC(C)CCNC(=O)[C@H](CSCc1ccccc1)N1Cc2ccccc2C1=O
    -44	i	9
> O=C(Nc1ccnn1C1CCN(Cc2ccc(CO)o2)CC1)c1ccc2c(c1)OCO2
    -4	i	12
> COc1ccccc1CN(C(=O)c1ccco1)C(C(=O)NC1CCCC1)c1ccncc1 (centres undefined)
    -22	i	12
> COc1ccc(OC)c(NC(=O)Nc2cc(NC(=O)Nc3cc(OC)ccc3OC)c(C)nc2C)c1
    2	i	-6
> COc1ccc(C(=O)Nc2ccnn2C2CCN(Cc3cccnc3)CC2)cc1
    -16	i	9
> O=C(Nc1nc(-c2cccc([N+](=O)[O-])c2)cs1)C(c1ccccc1)c1ccccc1
    -11	i	16
> CS(=O)(=O)N1CC2CCCN2c2ccc(C(F)(F)F)cc21 (centres undefined)
    -12	i	33
> Cn1nc(C(=O)Nc2cccc(Cl)c2)cc1C(=O)Nc1cccc(Cl)c1
    -8	i	6

Next part.
Each structure is followed by: OX1R antag-1	CHT PAM	OX1R antag-2
> Cc1noc(C)c1COc1ccc(C(=O)N2CCN(S(=O)(=O)c3cccc(F)c3)CC2)cc1
    -2	/	4
> O=C(COC(=O)C1CCCCC1)Nc1ccc(N2CCCCC2)cc1
    -7	i	20
> Cc1oc(-c2ccccc2Cl)nc1CS(=O)CC(=O)NC1CC1 (centres undefined)
    -3	i	13
> Cn1ncc(Cl)c1C(=O)Nc1nnc(C2CC2)s1
    5	i	15
> COCCCN(C(=S)NC(=O)C12CC3CC(CC(C3)C1)C2)c1c(N)n(Cc2ccccc2)c(=O)[nH]c1=O
    -26	i	1
> O=C(CCCc1nc(-c2ccc(Cl)cc2)no1)NC1CCCC1
    11	i	38
> O=C(CSc1n[nH]c(-c2ccccc2)n1)c1ccc(O)c(O)c1
    -20	i	15
> Oc1ccc(C(c2nnnn2C2CCCCC2)N2CCOCC2)cc1 (centres undefined)
    -20	i	2
> Cc1cccc(NC(=O)NNC(=O)c2nn(C)cc2Br)c1
    7	i	9
> CC(C)N1CC23C=CC(O2)C(C(=O)OCc2ccccc2)C3C1=O (centres undefined)
    -13	i	10
> Fc1ccc(-n2c(-c3ccc4c(c3)OCO4)n[nH]c2=S)cc1Cl
    -12	i	15
> c1ccc(-c2nc(N3CCNCC3)nc3ccccc23)cc1
    -16	i	8
> COc1cccc(CNC(=O)c2cc(S(=O)(=O)N3CCOCC3)cn2C)c1
    -7	i	9
> COc1ccc(C(=O)OCC(=O)Nc2c(C)n(C)n(-c3ccccc3)c2=O)cc1
    -6	/	2
> Cc1c(C#N)c2ccccc2n1C
    -2	i	4

(listing goes on)
Each structure is followed by: OX1R antag-1	CHT PAM	OX1R antag-2
> O=C(Cc1c[nH]c2ccccc12)NNC(=O)c1ccccc1
    8	i	21
> O=C(Cc1ccccc1)N1CCN=C1SCc1cccc([N+](=O)[O-])c1
    -5	i	7
> COc1ccc(C(=O)NCC(C)NC(=O)c2ccc(OC)c(OC)c2)cc1OC (centres undefined)
    -4	i	-2
> COc1ccc(CCNC(=O)C/C(C)=N/NC(=O)C2CCCCC2)cc1OC
    -16	i	9
> COc1ccccc1C1CC(=O)Oc2cc(C)cc(C)c21 (centres undefined)
    0	/	15
> O=C(Nc1ccccc1)c1ncoc1-c1ccc(Cl)cc1
    -10	i	12
> O=[N+]([O-])c1cccc2ncccc12
    -6	i	22
> Cc1ccc(S(=O)(=O)N2CCC(C(=O)N3CCC[C@H]3C(=O)NCc3ccccc3)CC2)cc1
    -12	i	3
> CS(=O)(=O)N(CC(=O)NCCSC1CCCCC1)c1ccc2c(c1)OCO2
    -7	i	23
> O=C(NCN1C(=O)C2C3C=CC(C3)C2C1=O)OC1CCCCC1 (centres undefined)
    -14	i	1
> O=C(CCCc1ccccc1)NCCCc1ccccc1
    -17	i	0
> Cc1ccccc1/C(N)=N/OC(=O)c1ccc(F)cc1
    -15	i	1
> O=C(/C=C/c1ccc(F)cc1)N1CCN(Cc2ccccc2)CC1
    -16	i	17
> Cc1ccc(S(=O)(=O)NCCCCCC(=O)NCCc2ccccc2)cc1
    -26	i	14
> O=C1c2ccccc2[C@@H]2C[C@@H](O)[C@H](Nc3cccc(Cl)n3)CCN12
    -2	/	19

Other entries:
Each structure is followed by: OX1R antag-1	CHT PAM	OX1R antag-2
> O=C(COc1ncnc2ccccc12)c1ccc(Cl)cc1
    -33	i	23
> O=C(CN1CCN(Cc2ccc(F)cc2)CC1)NCCc1ccccc1
    -24	i	-4
> C/C(=N\NC(=S)NCc1ccccc1)c1ccccc1F
    -28	i	7
> CCC(=O)c1ccc(OCC(=O)Nc2cccc(S(=O)(=O)N(C)c3ccccc3)c2)cc1
    77*	/	27*
> O=C(NCCOC(=O)c1ccc(Cl)cc1)c1cccnc1
    -4	i	17
